# G9a inh: inhibitors of human histone lysine methyltransferase G9a | G9a H3K9 monomethylation, AlphaScreen, 2 h | Potency, µM (titrated, usually from 102 µM), for inactives: at the top dose activity, negative = inhibition, most hits filed as inhibitors | hit rate 8.8% among 350,000; note: % is set by controls: 0 for no effect and ±100 for the full control effect; nearly all actives have a fitted effect of over 75% in size
# Target sequence (Q96KQ7 913-1193 limits assumed): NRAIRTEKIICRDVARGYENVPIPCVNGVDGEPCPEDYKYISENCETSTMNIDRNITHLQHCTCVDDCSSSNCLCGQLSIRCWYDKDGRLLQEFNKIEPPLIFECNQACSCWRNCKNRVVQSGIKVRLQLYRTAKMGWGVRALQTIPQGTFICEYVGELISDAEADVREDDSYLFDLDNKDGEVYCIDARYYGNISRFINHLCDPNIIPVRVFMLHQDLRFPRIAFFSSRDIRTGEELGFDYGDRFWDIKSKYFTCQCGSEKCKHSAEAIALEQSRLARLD
#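 Enzyme 20 nM + cpd, 15 min RT; add b-H3K9 pep 500 nM / SAM 20 uM; 2 h RT; anti-H3K9me1 Ab 0.5 ug/mL + SA donor / anti-rabbit acceptor beads 20 ug/mL each, 10 min; AlphaScreen read.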
# Pol kappa inh: blocks human DNA polymerase kappa activity; Q9UBT6; purified Pol kappa, fluorescent DNA synthesis assay, 10 min; Potency, µM (highest dose often 107 µM), for the others: at the highest dose activity, negative = inhibition, usual class: inhibitors; hit rate 0.53% among 400,000; AID 588579; note: % is set by controls: 0 for no effect and ±100 for the full control effect
#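 10 nM Pol kappa was preincubated with compounds for 15 min at room temperature. Reaction started with 50 nM (final) substrate. Fluorescence read kinetically at 0 and 10 min.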
# POLI inh: blocks human DNA polymerase iota activity. Pol iota fluorescent replication assay, 10 min. Potency, µM (doses to about 115 µM), for the others: top-dose activity, negative = inhibition, most hits filed as inhibitors. hit rate 1% among 390,000. Q9UNA4. AID 588590
#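 Pol iota at 10 nM preincubated 15 min with compounds at room temperature; reaction started with fluorescent substrate, 50 nM final. Fluorescence read kinetically at 0 and 10 min; buffer-only wells as negative control.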
# BAZ2B inh: BAZ2B (human) inhibition; Q9UIF8; AlphaScreen BAZ2B-H3K14Ac peptide displacement; Potency, µM (doses to about 114 µM), for the others: at the top dose activity change, negative = inhibition, hits mostly inhibitors; hit rate 4.4% among 360,000; note: % is set by controls: 0 for no effect and ±100 for the full control effect; nearly all actives have a fitted effect of over 60% in size
#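 AlphaScreen luminescence quantifies BAZ2B engagement of H3K14Ac peptide; the protein and biotinylated peptide are both at 50 nM final, buffer PBS pH 7.4 with 0.01% Tween-20, all steps at room temperature.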
# POLH inh: inhibitors of human DNA polymerase eta | Q9Y253 | recombinant Pol eta, fluorescent DNA replication assay | Potency, µM (top dose mostly 114 µM), for the others: at the top dose activity change, negative = inhibition, usual class: inhibitors | hit rate 1.2% among 390,000; note: % is set by controls: 0 for no effect and ±100 for the full control effect
#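 Fluorescent replication assay: 50 nM final substrate added after a 15 min room-temperature compound preincubation with 10 nM enzyme. Signal taken at 0 min and again at 10 min.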
# BLM inh: Bloom syndrome helicase (human) inhibition; AID 2528; Potency, µM (series often up to 56.1 µM), for the others: top-dose activity change, negative = inhibition, hits mostly inhibitors; hit rate 0.2% among 350,000; recombinant BLM DNA unwinding, fluorescence dequenching; P54132;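 note: plate controls were vehicle for no effect and no enzyme for full effect; nearly all actives have a fitted effect of over 35% in size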
# Anesthetic bind: candidate novel general anesthetic via apoferritin binding. hit rate 0.074% among 350,000. AID 485281. Potency, µM (highest dose often 77.5 µM), without a hit: at the top dose activity change, negative = displacement, actives largely listed as inhibitors. apoferritin/1-aminoanthracene competitive binding, fluorescence; note: % is set by controls: 0 for no effect and ±100 for the full control effect; nearly all actives have a fitted effect of over 20% in size
# Target sequence (P02791 2-175 limits assumed): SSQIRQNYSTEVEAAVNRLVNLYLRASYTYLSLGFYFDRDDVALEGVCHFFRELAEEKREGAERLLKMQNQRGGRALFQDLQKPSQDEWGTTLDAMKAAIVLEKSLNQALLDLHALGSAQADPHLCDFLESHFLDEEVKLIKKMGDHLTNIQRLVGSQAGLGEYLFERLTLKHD
#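 Apoferritin-based anesthetic binding model; compound displacement of fluorescent 1-AMA measured as endpoint fluorescence after 10 minutes at room temperature, scaled to free-ligand and complex controls.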
# APEX1 inh: APE1 (human) endonuclease inhibition; Potency, µM (doses to about 65.8 µM), for inactives: at the highest dose activity change, negative = inhibition, hits mostly inhibitors; P27695; hit rate 0.35% among 350,000; AID 2517; recombinant APE1, TAMRA/BHQ-2 abasic DNA cleavage fluorescence;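 note: plate controls were vehicle for no effect and reference inhibitor for full effect; nearly all actives have a fitted effect of over 55% in size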
# Target sequence (P27695 whole entry, looked up): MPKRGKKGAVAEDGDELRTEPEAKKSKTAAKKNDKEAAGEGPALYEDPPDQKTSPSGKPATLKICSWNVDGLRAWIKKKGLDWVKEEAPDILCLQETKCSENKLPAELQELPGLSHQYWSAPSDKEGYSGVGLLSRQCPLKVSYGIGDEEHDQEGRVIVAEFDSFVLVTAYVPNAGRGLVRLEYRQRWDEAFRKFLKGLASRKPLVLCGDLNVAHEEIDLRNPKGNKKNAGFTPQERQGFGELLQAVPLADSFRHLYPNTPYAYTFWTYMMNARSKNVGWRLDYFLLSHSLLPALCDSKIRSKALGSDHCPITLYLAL
#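 0.75 nM APE1 + cpd, 15 min RT; start w/ 50 nM TAMRA/BHQ-2 THF-abasic dsDNA; kinetic fluor 525/598 nm ×3 reads @60 s; Δ(read3−read1); normalized to DMSO and NSC13755 control wells.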
# POLB inh: inhibitors of human DNA polymerase beta. P06746. Pol beta primer extension/strand displacement, fluorescence kinetic. Potency, µM (doses to about 114 µM), for inactives: at the highest dose activity change, negative = inhibition, actives largely listed as inhibitors. hit rate 1.3% among 340,000; note: % is set by controls: 0 for no effect and ±100 for the full control effect
#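 Preincubation: enzyme (10 nM) with compound, 15 min, RT. Reaction: substrate added to 50 nM final. Reads: 0 and 10 min. Analysis: normalized, Hill fit.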
# Numbers without * were called inactive; ? = inconclusive; / = no result given; & = joins results of further samples; [ ] = another dose, or the depositor's remark. Calls come from the whole dose curve; as a rule, active = well fitted curve in the direction sought with a large enough effect; inconclusive = small, poorly fitted or top-dose-only effect, or another doubt; inactive = no such curve, though single readings can be large; an effect the other way counts as inactive or inconclusive. Potency is the fitted concentration of half-maximal effect.
# Start of the data: the first 4 compounds (preview)
smiles | G9a inh | Pol kappa inh | POLI inh | BAZ2B inh | POLH inh | BLM inh | Anesthetic bind | APEX1 inh | POLB inh
O=C(Cn1c(=O)n(Cc2ccccc2)c(=O)c2sc3ccccc3c21)NCc1ccccc1Cl | 10.0%[59 µM] | 2.2% | 35.1%[activator] | -32.5% | -6.9% | -0.9% | -0.8% | / | 15.6%
NC(CCCCCP(=O)(O)O)C(=O)O (configuration not stated) | 5.97µM* | -25.1%[60.1 µM] | 5.5%[58.9 µM] | / | -6.6%[57.1 µM] | / | / | -3.8% | 13.9%[57.1 µM]
CSc1nc(NC(C)C)nc(NC(C)C)n1 | / | -19.6% | 59.7%[activator] | / | -1.1% | 6.0% | -5.9% | 17.0% | /
CC1CCC/C=C/C2CC(O)CC2C(O)/C=C/C(=O)O1 (configuration not stated) | 9.2%[59 µM] | -12.9% | 66.3%[activator] | 28.8% | -11.1% | -1.2% | -6.4% | 5.6% | 31.3%

# Main list (from the top)
smiles | G9a inh | Pol kappa inh | POLI inh | BAZ2B inh | POLH inh | BLM inh | Anesthetic bind | APEX1 inh | POLB inh
O=C(Cn1c(=O)n(Cc2ccccc2)c(=O)c2sc3ccccc3c21)NCc1ccccc1Cl | 10.0%[59 µM] | 2.2% | 35.1%[activator] | -32.5% | -6.9% | -0.9% | -0.8% | / | 15.6%
NC(CCCCCP(=O)(O)O)C(=O)O (configuration not stated) | 5.97µM* | -25.1%[60.1 µM] | 5.5%[58.9 µM] | / | -6.6%[57.1 µM] | / | / | -3.8% | 13.9%[57.1 µM]
CSc1nc(NC(C)C)nc(NC(C)C)n1 | / | -19.6% | 59.7%[activator] | / | -1.1% | 6.0% | -5.9% | 17.0% | /
CC1CCC/C=C/C2CC(O)CC2C(O)/C=C/C(=O)O1 (configuration not stated) | 9.2%[59 µM] | -12.9% | 66.3%[activator] | 28.8% | -11.1% | -1.2% | -6.4% | 5.6% | 31.3%
CN(C)C(=O)Oc1ccc2c(=O)c(Oc3ccccc3Br)coc2c1 | 20.8% | 3.7% | 31.2%[activator] | 5.8% | -16.2% | -1.6% | 2.1% | -5.5% | 1.4%
COC(=O)C1CN(C#N)N(c2ccc(Cl)cc2)C12c1ccccc1-c1ccccc12 (configuration not stated) | 36.4%[59 µM] | -3.7% | ? | -0.8% | -9.9% | -12.6% | 4.3% | -5.4% | 5.9%
CCC(=NCc1cccnc1)c1c(O)n(-c2ccc(C)cc2)c(=O)[nH]c1=O | 7.8% | -0.9% | 17.3% | -3.6% | -0.9% | -2.3% | 2.4% | ? | -23.9%
COc1ccc(C)cc1NC1=NC(C)(C)CS1 | 13.9%[12.7 µM] | -4.6% | 124.6%[activator] | -10.5% | -16.9% | -3.0% | -12.6% | -5.8% | 9.8%
CCOP(=O)(C#CC(C)(C)C)C(O)(c1ccccc1)C(F)(F)F (configuration not stated) | 5.2%[12.7 µM] | -2.2% | -10.1% | 1.6% | -16.7% | -0.3% | -8.4% | -2.2% | 1.3%
Cc1ccc(S(=O)(=O)c2nnn3c2nc(N2CCC(C(N)=O)CC2)c2cc(Cl)ccc23)cc1C | -29.1%[59 µM] | -12.8% | 22.7% | -3.2% | -8.4% | 1.3% | 41.2%[activator] | / | 3.0%
CCCCn1nc(C)c(C(=O)O)c1Cl | -6.4% | -1.1% | 17.1% | -18.4% | -4.8% | -0.9% | 20.3% | -5.8% | 32.5%
CN1CCN(S(=O)(=O)c2ccc(Cl)nc2)CC1 | 20.3%[59 µM] | 6.0% | 20.1% | 5.1% | -18.4% | -12.0% | -2.9% | 9.5% | 50.0%
CS(=O)(=O)Nc1ccc(Cc2noc(-c3ccc4[nH]cc(CCN)c4c3)n2)cc1 | 7.4%&-8.0%[59 µM] | 3.2%&-11.9%[19.4 µM] | / | -7.8% | / | 3.0%&34.6% | -7.4%&-7.2% | -1.7%&-1.1%&10.7% | 13.3%
CSc1ncc(Cl)c(C(=O)O)n1 (tested in a mixture with another compound) | / | -7.6% | 12.0% | ? | -20.6% | 0.8% | -11.4% | 20.8% | 13.3%
Nc1ccccc1N=Cc1c(O)n(CCC2=CCCCC2)c(=O)[nH]c1=O | 13.1% | -24.7% | 14.1% | -6.6% | ? | -5.3% | -12.2% | -2.5% | ?
CCC(C)(C)n1nnnc1CN1CCC(n2c(C)nc3cc(C(F)(F)F)ccc32)CC1 | -7.6%[59 µM] | -19.4% | 16.3% | -7.5% | -4.2% | 1.6% | -9.2% | 9.8% | 2.9%
Cc1ccc(-c2nc(N3CCOCC3)s[n+]2-c2ccccc2)cc1 | 0.891µM* | -6.4% | -7.2% | ? | -14.1% | 4.5% | -7.4% | 12.8% | 50.6%
COc1ccc(C(c2ccc(OC)cc2)C(Cl)(Cl)Cl)cc1 | -20.8%[0.501 µM] | ? | ? | 93.0%[activator] | -17.1% | -7.0% | -6.4% | -21.5%&-2.5%&-1.7%&-3.9% | /
CC(C(N)=O)N1CC(c2ccc(Cl)cc2)CC1=O (configuration not stated) | -9.5% | -0.9% | -1.6% | 3.8% | -13.7% | -1.1% | -6.0% | -7.4% | 2.2%
CS(=O)(=O)c1ccc(C(=O)N2CCC(C(=O)O)(c3ccccc3)CC2)cc1 | 7.4% | -8.7% | 80.9%[activator] | 0.1% | 0.0% | -0.9% | -3.4% | 32.8% | 0.2%
Cc1cccc(NC(=O)CSc2nnc([C@@H](N)Cc3c[nH]c4ccccc34)o2)c1C | ? | -23.0% | 0.5% | ? | -3.3% | -8.3% | -22.8% | -10.5% | 49.7%
COC(=O)c1cn(CCOc2ccccc2)c2ccccc12 | 70.7%[activator] | -18.2% | -2.7% | 89.4%[activator] | -8.7% | -13.3% | -11.2% | -2.5% | -22.6%
N/C(=N\[N+](=O)[O-])N/N=C/c1ccc(O)cc1 | 3.1% | 0.2% | 6.9% | -2.9% | -7.3% | -4.2% | -12.4% | 7.0% | 9.0%
CC(=O)Nc1ccccc1OC(=O)N(C)C | -1.1%[59 µM] | -16.6% | 9.9% | 2.5% | -0.7% | -0.3% | -7.8% | -7.7% | 30.9%
Cc1ccc(C(C)C)c(OCC(=O)N2CCN(CCc3ccncc3)CC2)c1 | -6.7%[59 µM] | -20.2% | -5.6% | -25.7% | -0.6% | 1.7% | -2.7% | / | -2.2%
C=CCSc1nnc(NC(=O)c2ccc(Cl)nc2)s1 | -49.9%[12.7 µM] | 4.5% | 6.2% | -25.8% | 3.7% | 2.7% | -9.5% | 7.2% | 15.2%
CCCC1(CCC)C(=O)NC(=NCc2ccccc2)NC1=O | 44.7µM* | -3.6% | 0.4% | 2.5% | -1.2% | 1.9% | -8.3% | -8.6% | -17.5%
CN1C(=O)C(O)N=C(c2ccccc2)c2ccccc21 (configuration not stated) | 10.0% | 0.0% | -1.0% | -1.9% | -17.2% | -1.7% | 3.3% | 36.1% | 0.3%
O=C1Nc2ccccc2Sc2ccccc21 | 19.9% | 3.4% | 10.9% | -12.0% | -14.1% | -4.0% | -8.2% | ? | 37.9%
COc1ccccc1N1CCN(S(=O)(=O)c2ccc3c(c2)oc(=O)n3C)CC1 | 3.3%[59 µM] | -5.5%&3.3% | -19.1%&22.5% | ? | -9.0%&-9.5% | -7.9%&-1.6% | -11.5%&8.2% | -6.5% | 4.5%&27.8%
O=C1NC(=O)C(CCc2ccncc2)(CCc2ccncc2)C(=O)N1Cc1ccccc1 | 23.8% | -4.1% | 11.6% | -18.9% | -0.7% | 2.6% | -10.6% | 0.5% | -0.4%
CSCCOC(=O)COc1ccc(/C=N/NC(=O)c2c(Cl)cnn2C)cc1 | / | -8.7% | 164.5%[activator] | -5.1% | -3.0% | -2.3% | -6.0% | 4.1% | -1.5%

# Later entries.
smiles	G9a inh	Pol kappa inh	POLI inh	BAZ2B inh	POLH inh	BLM inh	Anesthetic bind	APEX1 inh	POLB inh
O=c1c2ccccc2nc(Cc2ccccc2)n1-c1ccc(O)cc1	0.8%[12.7 µM]	-14.0%	10.3%	-11.9%	-1.7%	-3.9%	-12.9%	4.7%	-10.1%
CN(C(=O)Oc1cccc2cccnc12)c1ccccc1	?	-7.3%	39.8%[activator]	40.0%[activator]	-13.0%	1.6%	?	-0.8%	-2.6%
CCOC(=O)C1(Cc2ccc(Cl)cc2)CCN(C(C)CCn2cccn2)CC1 (configuration not stated)	-32.7%	-3.5%	55.3%[activator]	-9.3%	-17.6%	-2.9%	-7.6%	1.5%	-7.3%
NCC1(CC(=O)O)CCCCC1	41.7%[59 µM]	2.6%[60.1 µM]	-4.2%[58.9 µM]	-0.9%	-0.2%[57.1 µM]	-0.6%	3.4%	4.5%	-28.2%
COc1ccc(NC(=O)N2CC[C@@]3(CCCN(C(=O)Oc4ccccc4)C3)C2)cc1	5.1%[12.7 µM]	-1.4%[60.1 µM]	/	/	/	-0.2%	/	-3.3%	/
COc1ccc(Cn2c(O)c(/C=N/NC(=O)c3ccncc3)c(=O)[nH]c2=O)cc1	?	-14.6%	21.5%	?	-6.2%	-4.0%	-8.1%	-5.8%	3.0%
O=C(Cc1ccccc1)NC(Oc1ccccc1Cl)C(Cl)(Cl)Cl (configuration not stated)	2.3%[59 µM]	-2.5%	159.1%[activator]	4.5%	-9.9%	-7.3%	?	0.0%	5.3%
C/C=C1/C[C@@H](C)[C@](O)(CO)C(=O)OCC2=CCN3CC[C@@H](OC1=O)[C@@H]23	-35.3%[59 µM]	-8.7%	20.0%	3.4%	-11.9%	/	/	6.4%	/
CCC(=O)Oc1ccc(C(=O)Nc2cccc(C(=O)c3ccccc3)c2)cc1	44.7%[59 µM]	-7.9%	0.8%	?	-16.1%	-10.5%	-20.7%	-7.4%	0.1%
Cc1cccc(NP(=O)(Oc2ccccc2)Oc2ccccc2)c1C	6.8%	-6.9%	109.7%[activator]	15.5%	?	-10.0%	-8.0%	-11.9%	45.2%

# Not all compounds are listed. The share of hits here may be higher or lower than overall.
